TROY signal inh = inhibitors of TROY-driven NF-kB signaling, primary screen, Q293 LMP1-TROYcd cells, NF-kB luciferase, uHTS; inhibition, % at 10 µM; AID 1347056, 2019; Q293 LMP1-TROYcd NF-kB luciferase reporter, 4 h; 360,000 tested, 0.98% active;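 active = compounds whose plate-normalised and pattern-corrected inhibition of the luciferase reporter signal at the single screening dose is 50% or more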
SRC1 inh = SRC1 coactivator transcriptional activity inhibitors, primary screen, cell-based, luminescence; inhibition, % at 3.6 µM; Nuclear receptor coactivator 1 (Homo sapiens), Q15788; HEK293 GAL4-SRC1 luciferase reporter; 360,000 tested, 0.12% active;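 active = inhibition above the campaign mean plus 3 SD, with each screening campaign given its own cutoff, cut at about 60% in these data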;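 note: 0% = DMSO treated cells and 100% = gossypol at 36 µM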
LRH-1 inv ag = LRH-1 (NR5A2) inverse agonists, primary screen, cell-based, luminescence, HEK293T, StAR-luciferase reporter | LRH-1 transfected, 24 h | AID 602396, 2012 | inhibition, % at 3.6 µM | Nuclear receptor subfamily 5 group A member 2 (Homo sapiens), O00482 | 360,000 tested, 0.13% active;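 active = inhibition above the mean inhibition of all tested compounds plus 3 SD, cut at about 73% in these data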;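 note: 0% = DMSO wells and 100% = reporter-only cells lacking LRH-1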
TRAIL sens C8 = viability loss with TRAIL in NB7+C8 cells, primary screen, TRAIL sensitizer project, cell-based, ATPlite luminescence; inhibition (viability loss, TRAIL sensitization), % at 10 µM; 360,000 tested, 1% active; AID 624354, 2012;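 active = compounds causing at least 50% loss of cell viability in the single-dose screen, relative to plate controls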
TWEAK-Fn14 inh = inhibitors of TWEAK-Fn14 signaling, primary screen, luciferase reporter cells, uHTS | 360,000 tested, 2% active | TWEAK-stimulated Fn14 reporter cells, luciferase luminescence, 8 h | inhibition, % at 10 µM | AID 1159606, 2016; in the data active = inhibition above about 50%
COUP-TFII inh = NR2F2 transcriptional activity inhibitors, primary screen, cell-based, luciferase reporter, HEK293T, luminescence; COUP transcription factor 2 (Homo sapiens), P24468; HEK293T NGFI-A luciferase reporter; inhibition, % at 8.6 µM; 370,000 tested, 0.7% active; AID 686940, 2013;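 active = inhibition above a per-plate cutoff, mean inhibition of test wells between control levels plus 3 SD, cut at about 38% in these data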;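 note: cells cotransfected with COUP-TFII expression vector driving the NGFI-A reporter; 0% = median of COUP-TF2 test wells and 100% = reporter-only cells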
Target sequence (P24468 whole entry, looked up): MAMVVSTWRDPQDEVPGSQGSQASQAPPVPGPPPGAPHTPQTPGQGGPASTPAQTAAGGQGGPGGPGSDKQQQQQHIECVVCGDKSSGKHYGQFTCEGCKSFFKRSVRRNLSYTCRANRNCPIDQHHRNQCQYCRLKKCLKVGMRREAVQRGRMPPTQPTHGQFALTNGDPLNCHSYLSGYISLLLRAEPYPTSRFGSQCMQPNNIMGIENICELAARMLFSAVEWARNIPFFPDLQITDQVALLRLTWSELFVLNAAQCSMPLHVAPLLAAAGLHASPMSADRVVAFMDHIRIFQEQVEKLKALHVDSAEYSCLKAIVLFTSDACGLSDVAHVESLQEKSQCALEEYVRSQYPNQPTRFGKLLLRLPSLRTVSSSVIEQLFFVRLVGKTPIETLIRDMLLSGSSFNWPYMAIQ
EBV LMP1 NFkB = EBV LMP1-driven NF-kappaB luciferase reporter inhibitors, primary screen, cell-based, luminescence, single point; inhibition, % at 12.5 µM; LMP1-induced NF-kappaB luciferase reporter cells; 350,000 tested, 0.69% active; AID 504558, 2011; in the data active = inhibition above about 41%;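 note: 0% = neutral control wells and 100% = reference inhibitor control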
NCOA3 inh = SRC3 coactivator transcriptional activity inhibitors, primary screen, cell-based, luminescence | Nuclear receptor coactivator 3 (Homo sapiens), Q9Y6Q9 | HEK293 GAL4-SRC3 luciferase reporter | inhibition, % at 3.6 µM | 360,000 tested, 0.17% active;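 active = inhibition above a per-campaign cutoff, the mean of all compounds plus 3 SD, cut at about 60% in these data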;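 note: 0% = DMSO-treated cells and 100% = gossypol-treated cells at 36 µM; higher means less SRC3-driven luciferase light from the GAL4 reporter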
TLR9-MyD88 inh = inhibitors of TLR9-MyD88 association in cells, primary screen, cell-based, CHO, BLA complementation, fluorescence; Toll-like receptor 9 (Homo sapiens) + Myeloid differentiation primary response protein …; CCF4 FRET ratio; inhibition, % at 4.98 µM; 340,000 tested, 0.21% active;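 active = inhibition above the mean over all tested compounds plus 3 SD, cut at about 21% in these data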;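 note: 0% = DMSO only wells and 100% = clavulanate BLA inhibitor control wells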
NOD2-RIPK2 inh = NOD2-RIPK2 binding disruptors in cells, primary screen, fluorescence, CHO cells, BLA complementation | AID 624267, 2012 | Receptor-interacting serine/threonine-protein kinase 2 (Homo sapiens), O43353 | 360,000 tested, 0.38% active | CCF4 ratio | inhibition, % at 4.98 µM; in the data active = inhibition above about 21%;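 note: 0% = vehicle only and 100% = reference blocker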
Target sequence (O43353 whole entry, looked up): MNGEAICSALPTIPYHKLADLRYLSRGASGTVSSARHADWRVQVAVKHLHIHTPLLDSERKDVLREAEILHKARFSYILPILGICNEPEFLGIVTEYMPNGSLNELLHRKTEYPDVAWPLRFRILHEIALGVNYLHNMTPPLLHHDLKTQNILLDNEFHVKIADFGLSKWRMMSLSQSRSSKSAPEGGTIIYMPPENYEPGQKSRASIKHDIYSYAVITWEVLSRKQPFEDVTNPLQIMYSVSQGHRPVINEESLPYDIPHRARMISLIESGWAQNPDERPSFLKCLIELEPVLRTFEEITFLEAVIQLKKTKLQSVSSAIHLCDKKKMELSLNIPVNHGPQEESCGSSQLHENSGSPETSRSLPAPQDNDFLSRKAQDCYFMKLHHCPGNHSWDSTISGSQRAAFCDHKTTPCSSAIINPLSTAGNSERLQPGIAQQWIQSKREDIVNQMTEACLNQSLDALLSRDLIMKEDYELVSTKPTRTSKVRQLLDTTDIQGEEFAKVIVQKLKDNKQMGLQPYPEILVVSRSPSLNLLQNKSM
SRC2 inh = inhibition of GAL4-SRC2 driven luciferase reporter, primary screen, SRC2 inhibitor project, cell-based, luminescence; AID 651957, 2012; 370,000 tested, 0.17% active; inhibition, % at 9 µM; HEK293 GAL4-SRC2 luciferase reporter; Nuclear receptor coactivator 2 (Homo sapiens), Q15596;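 active = inhibition above the mean inhibition of all tested compounds plus 3 SD, set per campaign, cut at about 52% in these data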;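 note: 0% = DMSO treated cells and 100% = cells given Gossypol at 36 µM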
An asterisk follows results filed as active; x = not tested or not shown. An excerpt. The share of hits here may be higher or lower than overall.

SMILES	TROY signal inh	SRC1 inh	LRH-1 inv ag	TRAIL sens C8	TWEAK-Fn14 inh	COUP-TFII inh	EBV LMP1 NFkB	NCOA3 inh	TLR9-MyD88 inh	NOD2-RIPK2 inh	SRC2 inh
CCCCN1C(N)=NC[C@H]1Cc1ccc(O)cc1	9.0	-16.4	-4.3	2.0	6.8	-21.4	0.9	11.7	-4.9	2.6	0.3
CN(C)CCC(=O)NCC1OCCc2ccccc21 (stereo not drawn)	-5.5	-3.0	-2.5	-12.6	-0.2	13.1	0.9	5.1	-7.2	-5.9	-20.2
CC(C)(C)CCN1CCC(CN2CCNC(=O)C2=O)CC1	-4.9	-9.7	-2.7	-3.9	10.3	-19.3	-0.3	-18.1	2.5	-3.4	-10.6
COCCCNC(=O)CC(NS(=O)(=O)c1ccc(F)cc1)c1ccc(OC)cc1 (stereo not drawn)	-6.7	-3.9	-4.6	-3.0	-8.2	0.5	-9.4	14.6	-3.9	2.6	-4.7
O=C(Nc1ccc2c(c1)OCO2)c1cccc(F)c1	-55.7	-82.0	-109.0	8.6	-14.6	-31.1	-17.0	-50.1	0.9	-8.8	-23.1
Cc1cccc(-n2ccnc2SCC(=O)Nc2nnc(C)s2)c1	0.2	10.9	22.3	-3.4	8.5	5.0	-2.8	15.8	2.1	1.1	-14.0
O=c1c(-c2ccc([N+](=O)[O-])cc2)coc2c(O)c(O)ccc12	-122.2	-50.1	-36.8	19.3	-20.1	-6.3	-4.4	-35.3	1.3	-0.2	0.6
CCOc1ccc(CNC(=O)C2CCCN(S(C)(=O)=O)C2)cc1OC (stereo not drawn)	-13.7	0.9	-22.1	3.4	92.3*	13.0	0.5	7.0	3.1	-1.4	-16.1
Cc1nn(CC(=O)N/N=C/c2ccc(F)cc2)c(C)c1[N+](=O)[O-]	-4.2	3.4	4.5	-6.6	-17.1	9.3	6.0	13.0	-5.6	-7.5	1.0
O=C(O)c1ccc(NC(=O)C2CCN(S(=O)(=O)c3ccc4c(c3)OCCO4)CC2)cc1	3.6	0.7	13.6	-12.5	4.8	-13.5	5.2	0.1	-3.4	-7.0	-22.1
FC(F)(F)c1cc(CCN2C(=S)NC[C@@H]2Cc2ccccc2)cc(C(F)(F)F)c1	12.5	13.2	14.2	-0.5	9.1	6.9	-5.0	17.0	-1.9	8.3	10.0
O=C(CCOc1ccc(F)cc1)Nc1nccs1	-6.2	-16.8	-12.8	-17.3	12.2	4.2	-4.3	6.2	-51.6	-6.8	-15.9
CCOC(=O)c1cc(-c2cccs2)nn1CCC#N	-2.9	-2.2	-0.9	-6.2	-7.0	3.7	-4.7	11.7	-1.8	-30.2	-10.7
O=C(Oc1ccc2c(c1)C(=O)c1ccccc1CO2)c1ccccc1	-11.9	-11.0	-16.5	-11.8	-10.8	-3.7	-3.0	6.0	9.6	14.3	-27.2
NC(=O)CCn1nc(-c2ccccc2)c2ccccc2c1=O	17.3	-16.6	0.4	-11.8	-1.2	9.9	12.7	3.0	10.2	-3.8	18.6
Cc1ccsc1/C=N/N1CCN(c2ccccc2)CC1	-61.1	-16.1	-12.2	-1.1	-19.5	-23.0	-4.5	-42.8	-6.2	-13.8	-27.0
CC(=O)c1cccc(-c2cnc3c(NC=O)cc(-c4ccccc4)cn23)c1	4.9	10.0	0.3	-2.4	12.3	-10.5	x	-5.7	x	-5.7	4.2
O=C(NCc1cccnc1)C1c2ccccc2C(=O)N1Cc1ccccc1 (stereo not drawn)	-3.8	4.1	8.0	-7.8	13.8	5.4	9.4	-3.4	10.8	-0.6	-10.1
Cn1c(=O)[nH]c(=O)c2c1nc(Br)n2Cc1ccccc1Cl	-0.1	0.1	14.6	-18.0	10.7	-7.4	-3.3	-6.8	-0.9	4.0	0.8
CN(CC1CCOCC1)C(=O)c1ccc2nc(Cc3cccc(Cl)c3)oc2c1	3.9	-77.7	-6.4	-1.8	-10.4	10.4	-2.2	-10.1	1.5	-9.1	8.2
COCCN=C1N[C@@H](c2ccccc2)C(C(=O)OC)=C(C)N1Cc1ccccc1	-4.8	-1.5	-7.9	-18.0	-0.1	-3.7	3.3	3.9	-0.8	2.4	-8.8
N#CC(C#N)=Cc1ccc(OCC(=O)N2CCOCC2)cc1	-0.8	-8.2	-4.5	5.8	-12.5	-7.6	-7.4	12.9	-4.1	-8.7	-8.5
CCn1ncc(CN2CCC(n3nccc3NC(=O)c3ccccc3Cl)CC2)c1C	-4.5	-22.6	-5.0	6.0	0.4	10.6	-0.7	-17.0	-0.6	3.8	2.6
CCOc1cc(C2/C(=C(\O)c3cc(C)ccc3C)C(=O)C(=O)N2CCN(C)C)ccc1O (stereo not drawn)	-9.4	9.3	0.0	10.0	-5.4	-14.9	-4.4	4.6	-0.4	6.3	-14.0
CCOc1ccc(-n2c(SCC(=O)Nc3ccc(OC)cc3)nc3sc4c(c3c2=O)CCN(C)C4)cc1	-25.9	1.1	-7.2	1.1	-19.2	-0.7	3.2	10.9	-7.7	11.9	4.2
O=C1/C(=C/c2ccccc2F)SC(=S)N1CC(=O)N1CCCCC1c1cccnc1 (stereo not drawn)	17.2	10.2	-10.7	12.4	-0.8	-1.0	3.9	-2.2	-8.6	-5.0	5.9
O=C(Nc1nccs1)c1cccc(S(=O)(=O)N2CCCC2)c1	-37.2	4.0	0.1	10.0	1.6	14.7	2.8	18.7	-2.7	-1.9	4.3
O=C(CNc1cccc2ccccc12)c1ccc([N+](=O)[O-])cc1	4.7	-59.0	19.4	-12.8	-21.6	2.5	2.5	-10.6	-6.9	-8.1	-16.1
CCOC(=O)c1cc2sccc2n1CC(=O)O	17.1	-4.9	22.9	-5.4	20.3	-6.5	1.6	-11.5	4.1	2.3	-3.4
Cc1cc2cc(CNC(=O)Nc3cccc(Cl)c3)ccc2n1C	12.0	-3.4	-3.2	6.5	-4.8	-14.0	6.6	-29.0	9.9	1.9	-16.6
NC(=O)c1ccc(NC(=O)C2CC(=O)N(c3ccc4c(c3)OCCO4)C2)cc1 (stereo not drawn)	5.3	-16.4	-1.7	-16.2	4.7	1.1	1.1	-19.5	-5.9	-4.8	5.5
CCC(C)NC(=O)c1ccc(CSc2nc3ccncc3n2Cc2ccc(F)cc2)cc1 (stereo not drawn)	-13.9	-8.3	-15.0	14.3	-36.4	11.0	0.1	-6.9	2.9	5.9	-20.3
CN1CCCC(OC(=O)c2ccccc2Br)C1 (stereo not drawn)	-2.8	7.3	-5.5	-3.3	-3.8	-31.9	-16.0	-7.9	3.4	5.5	0.3
CCCC1=C(C(=O)OCC)C(c2ccc(OC)c(CSc3ccccn3)c2)C(C#N)=C(N)O1 (stereo not drawn)	3.4	-19.8	-17.9	-0.4	30.2	-9.5	11.8	-7.9	2.6	-1.8	-24.1
CCn1c2ccccc2c2cc(NC(=O)C(C)Oc3ccc(OC)cc3)ccc21 (stereo not drawn)	6.7	-1.6	18.5	-8.8	-15.3	-0.2	-1.7	2.6	-2.1	1.6	1.6
CCOc1ccccc1NC(=O)COC(=O)c1cccc(-c2ccc(OC(C)=O)cc2)c1	61.9*	-19.7	-9.0	4.5	63.6*	-13.0	-15.6	-8.6	-5.6	-8.7	4.7
C=CCn1c(C)cc(C(=O)COc2ccc(C)nc2[N+](=O)[O-])c1C	13.2	50.3	39.5	8.6	65.1*	39.6*	24.1	37.5	-6.0	-3.9	61.1*
O=C(COC(=O)COc1ccccc1[N+](=O)[O-])Nc1cccc(Br)c1	-27.5	-48.2	-4.8	6.0	-4.1	-7.1	1.2	-3.1	-1.8	-13.8	-8.0
Cc1cc(Cl)ccc1Oc1ccc(C(N)=O)cc1[N+](=O)[O-]	-0.9	10.8	4.3	6.1	16.5	3.7	-3.2	-27.9	1.0	17.5	5.7
COc1ccc2c(c1)SCC/C2=C\CN1C(=O)CCC1=O	4.1	-14.9	4.8	-0.6	19.7	-2.7	-4.1	21.0	12.1	-12.8	-3.3
Cc1ccc(S(=O)(=O)Nc2cccc(-c3ccc(N4CCCCCC4)nn3)c2)cc1	43.0	-84.1	-72.4	32.9	22.4	-21.4	-7.3	-53.5	-15.0	2.9	-44.2
COc1ccc(CNC2CCCc3ccccc32)c(OC)c1 (stereo not drawn)	7.0	8.7	-13.0	16.9	-13.2	-20.8	1.6	-7.7	-0.2	-8.5	4.1
O=C(Nc1nc2ccccc2[nH]1)NC1CCCCC1	22.4	-127.8	-177.7	45.9	49.5	-47.0	4.5	-73.5	13.9	4.4	-69.1
CCOC(=O)c1c(-n2cnnn2)sc2c1CCCC2	-3.5	-25.3	7.2	10.2	-10.4	5.0	-1.3	17.1	0.7	-4.3	-3.5
O=C(Nc1ccc(Cl)cc1Cl)c1ccc2ncsc2c1	-43.1	-90.3	-143.6	12.2	-0.2	-21.6	x	-60.3	6.9	-6.7	-104.3

Next section; the last two above are carried over.
SMILES	TROY signal inh	SRC1 inh	LRH-1 inv ag	TRAIL sens C8	TWEAK-Fn14 inh	COUP-TFII inh	EBV LMP1 NFkB	NCOA3 inh	TLR9-MyD88 inh	NOD2-RIPK2 inh	SRC2 inh
CCOC(=O)c1c(-n2cnnn2)sc2c1CCCC2	-3.5	-25.3	7.2	10.2	-10.4	5.0	-1.3	17.1	0.7	-4.3	-3.5
O=C(Nc1ccc(Cl)cc1Cl)c1ccc2ncsc2c1	-43.1	-90.3	-143.6	12.2	-0.2	-21.6	x	-60.3	6.9	-6.7	-104.3
CCOC1(OCC)N=C(N)C2(C#N)C(c3ccc(NC(C)=O)cc3)C12C#N (stereo not drawn)	0.8	-0.7	12.9	-7.1	-15.4	17.9	-5.6	-4.3	0.4	-1.6	8.0
O=C(Nc1c2c(nn1-c1ccc(F)cc1)CS(=O)(=O)C2)c1ccc(S(=O)(=O)N2CCOCC2)cc1	15.2	4.2	-5.8	-7.7	3.4	-5.9	-0.4	10.4	3.7	-0.8	-10.4
CCC1(CC)NC(=O)N(CC(=O)OCC(=O)c2cc(C)c(C)cc2C)C1=O	-26.3	1.1	-10.8	-5.0	-7.6	3.5	3.1	15.5	-6.1	-5.6	21.7
CC(C)N(C)S(=O)(=O)c1ccc(NC(=O)C2=COCCO2)cc1	-29.7	-43.3	-44.2	8.1	-1.2	-34.8	-8.2	-38.9	-1.9	-10.0	-14.0

Compound activity deposited in PubChem by several laboratories.
